Source: PubChem BioAssay (National Center for Advancing Translational Sciences (NCATS))
TSG101-PTAP inh: qHTS Assay for Iinhibitors of HIV-1 Budding by Blocking the Interaction of PTAP/TSG101; Tumor susceptibility gene 101 protein (Homo sapiens), Q99816; Fluorescence polarization, FITC-PTAP peptide / Tsg101 binding; Potency, µM (doses to about 115 µM), without a hit: at the highest dose activity change, negative = inhibition, hits mostly inhibitors; 340,000 tested, under 10 active; active = well fitted inhibition curve with a large enough effect in the main read-out, with a control signal flat, not every such curve was filed as active; inconclusive = small, poorly fitted or top-dose-only effect, or effect the other way, or a change in a side signal; inactive = no such curve, though single readings can be large or run the other way; also: potency is read from the fitted curve at half-maximal effect; % of control where 0% means no effect
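Fluorescence polarization binding of Tsg101 binding domain (10 uM final) to FITC-labeled PTAP peptide (50 nM final) in HEPES pH 7.5 buffer with NaCl, Tween 20, EDTA, TCEP. Compounds added before peptide; binding 20 min at RT.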
a7 integrin act: qHTS for Activators of Integrin-Mediated Alleviation for Muscular Dystrophy | alpha7betagal myoblasts, beta-gal FDG fluorescence, 48 h | Potency, µM (series often up to 38.3 µM), inactives show top-dose activation, most hits filed as activators | AID 624291, 2012 | hit rate 0.064% among 350,000;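 also: potency is read from the fitted curve at half-maximal effect; 100% = response of the positive control SU9516; nearly all actives have a fitted effect of over 60% in size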
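alpha7betagal+/- myoblasts (passage 13, 250/well) treated 48 h at 37C with compounds at 1:260 dilution of DMSO stock. Lysed, then beta-galactosidase activity read as FDG fluorescence (ex 480/em 540) after 30 min, with pre-read for autofluorescence.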
A-T KAP1 phos: qHTS Assay for Identifying a Potential Treatment of Ataxia-Telangiectasia; […] A-T fibroblasts, KAP-1 phosphorylation AlphaLISA; neocarzinostatin DNA damage 30 min before lysis; Potency, µM (highest dose often 57.5 µM), without a hit: at the highest dose activation, most hits filed as activators; hit rate 0.19% among 320,000; also: potency is read from the fitted curve at half-maximal effect; % of control where 0% means no effect; nearly all actives have a fitted effect of over 45% in size
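ATM-like activity read as KAP-1 phosphorylation via AlphaLISA donor/acceptor antibody pairs after lysis and 6 hr at 25C. Cells were ATM-null patient fibroblasts ([…], hTERT), dosed 60 min, then exposed to the DSB inducer NCS for 30 min.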
Mito fusion yeast: qHTS Assay for Small Molecule Inhibitors of Mitochondrial Division or Activators of Mitochondrial Fusion | S. cerevisiae fusion-defective mutant growth rescue, CellTiterGlo 48 h | Potency, µM (titrated, usually from 46.1 µM), inactives show at the top dose growth rescue (activation), hits mostly activators | hit rate 0.23% among 320,000;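 also: potency is read from the fitted curve at half-maximal effect; % of control where 0% means no effect; nearly all actives have a fitted effect of over 45% in size; temperature-sensitive fusion mutants such as fzo1-1 at 37 °C on non-fermentable ethanol glycerol medium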
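Temperature-sensitive fusion-defective S. cerevisiae (e.g. fzo1-1, mgm1-5) were grown with compound in YPEG medium (3% ethanol, 3% glycerol) for 48 hours at 37C. Growth rescue was measured as viability by CellTiterGlo luminescence after 10 minutes at ambient.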
ASM inhibitor: Inhibitors of Secretory Acid Sphingomyelinase (S-ASM): qHTS | Sphingomyelin phosphodiesterase (Homo sapiens), P17405 | placental ASM, HMU-PC fluorogenic substrate, 60 min | Potency, µM (series often up to 57.5 µM), for inactives: at the top dose activity change, negative = inhibition, most hits filed as inhibitors | hit rate 0.006% among 340,000; also: potency is read from the fitted curve at half-maximal effect
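Steps: dispense placental human ASM, pin compound, wait 10 min at room temperature, add HMU-PC0 substrate at 9 uM final, incubate 60 min at 37 °C, add stop solution raising pH to 10, read fluorescence.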
ELG1 repair inh: qHTS screen for small molecules that inhibit ELG1-dependent DNA repair in human embryonic kidney (HEK293T) cells expressing luciferase-tagged ELG1. HEK293T ELG1-luciferase reporter, luminescence, 16 h; DNA damage induced by 5-fluorouridine. Potency, µM (highest dose often 46.1 µM), inactives show at the top dose activity change, negative = inhibition, usual class: inhibitors. hit rate 2.3% among 330,000; also: potency is read from the fitted curve at half-maximal effect; % is scaled to controls: 0 for no effect and ±100 for the full control effect; nearly all actives have a fitted effect of over 55% in size
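DMSO vehicle served as the neutral condition. Each well held 2,000 cells given 5-fluorouridine plus compound; after 16 hr at 37 °C/5% CO2, ONE-Glo was added and luciferase measured 30 min later.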
TSHR antagonist: Antagonists of the Thyroid Stimulating Hormone Receptor: HTS campaign | TSHR-expressing cells, TSH-stimulated cAMP HTRF, 2 h; stronger effect = lower value | activity change, negative = inhibition, % at 11.5 µM | hit rate 0.2% among 330,000;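 active = activity change below a set negative limit, meaning inhibition stronger than a set level, cut at about -70% in these data; inconclusive = activity change between two set negative limits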; also: % is scaled to controls: 0 for no effect and ±100 for the full control effect
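Cell-based HTRF cAMP assay; TSHR cells + compound, TSH EC80 (4nM final), 2 h, 37 deg C. Lysis with anti-cAMP cryptate and cAMP-d2, 30 min RT, read 665/620 nm.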
BCR signal inh: qHTS Assay to Find Inhibitors of Chronic Active B-Cell Receptor Signaling | ABC-DLBCL IkBa-CBG/CBR reporter, luminescence ratio, 4 h | Potency, µM (series often up to 46.1 µM), for the others: at the highest dose ratio change, negative = lower green/red ratio, most hits filed as inhibitors | hit rate 0.05% among 340,000 | AID 493014, 2011; active = well fitted inhibition curve with a large enough effect in the signal ratio, with a control signal flat, not every such curve was filed as active; inconclusive = small, poorly fitted or top-dose-only effect, or effect the other way, or a change in a side signal; the % refers to the signal ratio;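 also: potency is read from the fitted curve at half-maximal effect; plate controls were basal doxycycline-induced cells for no effect and cells given 10 µM MG132 for full effect; MG132 reads +100%, hits lower the ratio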
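TMD8 human ABC-DLBCL cells with doxycycline-inducible IκBα–green luciferase fusion and unfused red luciferase, in 0.5% FBS medium; compounds up to 46 uM, 4 h at 37C. Green/red luminescence ratio, filter-overlap corrected, fitted to concentration-response curves.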
Eya2 phos inh: qHTS Assay for Inhibitors of the Phosphatase Activity of Eya2 | recombinant Eya2, OMFP fluorescence dephosphorylation (OMFP is methylfluorescein phosphate) | Potency, µM (series often up to 76.9 µM), for inactives: at the highest dose activity, negative = inhibition, actives largely listed as inhibitors | hit rate 0.006% among 330,000; also: potency is read from the fitted curve at half-maximal effect; % is scaled to controls: 0 for no effect and ±100 for the full control effect
Target sequence (O00167 whole entry, looked up): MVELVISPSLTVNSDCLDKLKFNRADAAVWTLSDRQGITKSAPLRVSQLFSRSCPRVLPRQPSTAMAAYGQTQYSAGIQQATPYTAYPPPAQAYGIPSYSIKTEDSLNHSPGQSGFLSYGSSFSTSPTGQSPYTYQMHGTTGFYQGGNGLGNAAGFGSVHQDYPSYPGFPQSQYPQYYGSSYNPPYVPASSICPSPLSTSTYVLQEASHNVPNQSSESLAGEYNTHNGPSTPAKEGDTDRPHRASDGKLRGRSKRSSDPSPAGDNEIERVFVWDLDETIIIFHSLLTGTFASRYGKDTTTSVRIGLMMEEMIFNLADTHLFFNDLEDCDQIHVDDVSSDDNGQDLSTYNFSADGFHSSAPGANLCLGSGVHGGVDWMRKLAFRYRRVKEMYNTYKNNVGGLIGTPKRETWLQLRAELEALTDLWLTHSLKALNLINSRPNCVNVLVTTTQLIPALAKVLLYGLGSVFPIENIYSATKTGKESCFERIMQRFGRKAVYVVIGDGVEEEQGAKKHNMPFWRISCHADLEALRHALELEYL
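Eya2 protein (added as 0.2 uM solution) was preincubated with compound for 10 min at ambient temperature in 50 mM HEPES pH 7.5, 50 mM NaCl, 5 uM MgCl2, 0.05% BSA, 1 mM DTT. OMFP (added at 50 uM) then reacted 10 min; fluorescence read at 485/525 nm.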
TCR activator: Activators of T cell receptors: qHTS campaign | primary human leukocytes, anti-CD3, IL-2 HTRF, 48 h | Potency, µM (top dose mostly 9.22 µM), for the others: top-dose activation of IL-2 secretion, usual class: activators | 330,000 tested, under 10 active | AID 504894, 2011; also: % of control where 0% means no effect
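IL-2 release read by HTRF sandwich (Eu cryptate donor, d2 acceptor, 665 nm emission) after 48 hr exposure of primary human leukocytes to compound together with anti-CD3 beads in the absence of co-stimulatory signals.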
Tb PFK inh: qHTS Assay to Find Inhibitors of T. brucei phosphofructokinase; ATP-dependent 6-phosphofructokinase (Trypanosoma brucei brucei), O15648; T. brucei PFK, ADP-Glo luminescence; Potency, µM (series often up to 57.5 µM), for inactives: at the highest dose activity, negative = inhibition, most hits filed as inhibitors; hit rate 0.17% among 330,000;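 also: potency is read from the fitted curve at half-maximal effect; 0% = uninhibited 1x PFK enzyme wells and -100% = no-enzyme wells; nearly all actives have a fitted effect of over 60% in size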
Target sequence (O15648 whole entry, looked up): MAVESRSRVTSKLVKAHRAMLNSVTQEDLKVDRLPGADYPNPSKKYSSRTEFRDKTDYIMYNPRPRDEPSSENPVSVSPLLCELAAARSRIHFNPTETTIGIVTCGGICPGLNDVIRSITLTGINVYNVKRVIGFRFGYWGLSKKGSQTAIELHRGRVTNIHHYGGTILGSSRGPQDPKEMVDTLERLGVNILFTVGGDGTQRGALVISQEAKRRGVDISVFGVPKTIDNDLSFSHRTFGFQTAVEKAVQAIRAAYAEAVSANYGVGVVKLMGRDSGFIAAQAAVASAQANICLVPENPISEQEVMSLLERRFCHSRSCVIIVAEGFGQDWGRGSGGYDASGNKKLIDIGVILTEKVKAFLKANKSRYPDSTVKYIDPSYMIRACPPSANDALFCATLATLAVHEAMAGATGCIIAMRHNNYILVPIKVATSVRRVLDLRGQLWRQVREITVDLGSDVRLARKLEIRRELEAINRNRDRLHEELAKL
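ADP-Glo luminescence quantified ADP after 45 min at room temperature, with 1.25 nM T. brucei PFK, 0.1 mM ATP and 0.5 mM fructose-6-phosphate in pH 8.0 TEA buffer. qHTS titrations up to 57 µM; curves classified by quality.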
Active calls of the source: *; ? = inconclusive; nt = not tested or not shown; [ ] = another dose, or the depositor's remark. Unless noted, calls follow the shape of the dose curve; as a rule, active = well fitted curve in the direction sought with a large enough effect; inconclusive = small, poorly fitted or top-dose-only effect, or another doubt; inactive = no such curve, though single readings can be large; an effect the other way counts as inactive or inconclusive. No enrichment for hits (roughly 3.2% active in at least one column).

SMILES	TSG101-PTAP inh	a7 integrin act	A-T KAP1 phos	Mito fusion yeast	ASM inhibitor	ELG1 repair inh	TSHR antagonist	BCR signal inh	Eya2 phos inh	TCR activator	Tb PFK inh
O=C(NCc1ccc2c(c1)OCO2)C1CCCN1C(=O)Nc1cccc(F)c1 (stereo not drawn)	-6%	36%	2%	-2%	1%	12%	10	3%	2%	1%[46.1 µM]	-3%
S=C(NCCCN1CCOCC1)N(Cc1ccccc1)Cc1ccccc1	-4%	-19%	6%	-14%	0%	-7%	34	0%	4%	14%	-4%
C=CCNS(=O)(=O)c1nc(C)c(Cl)c(C)c1C#N	-3%	-21%[7.66 µM]	3%	1%	1%	-3%	13	-3%	2%	-3%	-11%
Cc1ccc(C(=O)Nc2cccnc2)cc1Cl	0%	26%	23%	3%	0%	?	1	-8%	10%	nt	-1%
Cc1ccc2ncnc(Nc3cccc(C(=O)O)c3)c2c1	-1%	23%	3%	4%	0%	?	3	?	6%	5%	7%
CC(C)(C)c1ccc(S(=O)(=O)N2CCN(C(=O)C3=COCCO3)CC2)cc1	-1%	15%	3%	-1%	2%	-4%	-7	0%	-9%	13%	-7%
Nc1nc2nc[nH]c2c(=O)[nH]1	-3%	nt	19%	10%	-1%	21%	-71*	-3%	-24%	-3%	-16%
O=C(NC1CCN(Cc2ccccc2)CC1)c1ccc(S(=O)(=O)NCc2ccco2)cc1	-2%	-52%[inhibitor]	2%	-3%	-1%	-6%	-4	4%	10%	2%	0%
CCc1cccc(C)c1NC(=O)c1cccnc1	-4%	3%	-6%	-4%	3%	8%	-6	0%	-1%	nt	-1%
Cn1cnc2c(cnn2-c2ccccc2)c1=O	-4%	-11%	-3%	14%	2%	?	9	9%	-8%	-7%	-6%
Cc1ccc(N2CC(C(=O)Nc3cccnc3)CC2=O)cc1Cl (stereo not drawn)	0%	-39%	1%	3%	-4%	0%	14	-4%	-17%	3%	-19%
Cc1ccccc1CNC(=O)Cc1ccccc1[N+](=O)[O-]	-2%	-7%	1%	-3%	3%	?	-3	0%	1%	-4%[46.1 µM]	0%
CC(NS(=O)(=O)c1cc2c3c(c1)CCC(=O)N3CCC2)c1ccccc1 (stereo not drawn)	0%	15%	12%	13%	-1%	-8%	-13	?	-4%	-2%	0%
C=CCn1c(SCC(=O)NCc2ccc3c(c2)OCO3)nnc1-c1cccnc1	1%	12%	0%	2%	5%	12%	13	-2%	-16%	1%	0%
Cc1cc(Nc2ccc(F)cc2Cl)n2ncnc2n1	1%	5%	-5%	-9%	3%	11%	3	-6%	2%	1%	1%
O=C(c1nnc(-c2ccc(Cl)cc2)o1)C1CCCC1	2%	6%	17%	-1%	-7%	?	10	?	4%	2%	0%
O=C(NC1CCCCCC1)C(Cc1ccccc1)n1cccc1 (stereo not drawn)	-2%	16%	-2%	2%	0%	-1%	-16	?	-7%	-2%	3%
Cc1onc(-c2ccccc2Cl)c1C(=O)N1CCN(Cc2ccc3c(c2)OCO3)CC1	-5%	-2%	11%	10%	0%	?	15	-5%	4%	13%	-1%
C/C(=N\NC(=O)c1ccc([N+](=O)[O-])cc1)c1cccc([N+](=O)[O-])c1	-3%	6%	2%	-10%	-2%	14%	-2	0%	-11%	-3%	2%
Cc1ccc(CN2CCN(C/C(Cl)=C/c3ccccc3)CC2CCO)o1 (stereo not drawn)	-5%	-14%	5%	-2%	-2%	9%	-4	-3%	4%	0%	-3%
CCn1cc(C(=O)O)c(=O)c2cc(F)c(N3CCN(C(=S)NC(=O)c4ccc(F)cc4)CC3)cc21	-8%	1%	-14%	0%	-4%	-16%	0	0%	-23%	0%	-10%
CCCCNC(=O)CCNS(=O)(=O)c1ccc(C)cc1	0%	15%	1%	-1%	-1%	-7%	2	0%	2%	3%	1%
CCOC(=O)c1c(N)sc(C(=O)N2CCCCCC2)c1C	-3%	19%	13%	8%	1%	-19%	-9	6%	20%	-6%	-2%
Cn1c(=O)c2c(nc(N3CCCCC3)n2C)n(C)c1=O	-4%	-7%	-4%	2%	0%	-4%	16	15%	-6%	6%	0%
O=C1C=C(c2ccc(Cl)c(C(F)(F)F)c2)C[C@@H](c2ccc(Cl)cc2)C1	-7%	24%	11%	24%	-17%	9%	-41	?	-19%	-1%	-1%
Cc1nn(-c2ccccc2)c(C)c1/C=N/NC(=O)c1cc(-c2ccc(Cl)s2)[nH]n1	0%	-31%	3%	20%	?	?	-28	1%	17%	-4%	0%
COc1ccc(NC(=S)NC(C)Cc2cccs2)cc1 (stereo not drawn)	-2%	-6%	24%	-1%	-2%	6%	-5	-24%	11%	-6%	1%
COc1cc(C(=O)Nc2ccccc2N2CCCCC2)cc(OC)c1OC	6%	-13%	-14%	32%	-2%	21µM*	-11	0%	-11%	13%	-2%
c1ccc(-c2nnc3sc(Cc4cccs4)nn23)cc1	-3%	-23%[7.66 µM]	4%	3%	-2%	5%	-5	?	1%	-1%[46.1 µM]	2%
O=C(Cc1ccccn1)c1ccc(F)cc1	4%	12%	1%	-4%	4%	?	-3	-1%	14%	-1%	-19%
COc1ccc(S(=O)(=O)N2CCN(C(=O)c3ccc(C)o3)CC2)cc1	1%	1%	4%	4%	-4%	-24%	2	-13%	17%	-9%	0%
CCc1c(C)[nH]n(-c2nc(-c3ccccc3)cs2)c1=O	-1%	10%	-2%	-1%	-1%	6%	-5	?	-11%	-1%	-4%
c1ccc2c(Nc3ccc(N4CCOCC4)cc3)nc(N3CCOCC3)nc2c1	0%	2%	8%	2%	3%	9.2µM*	0	?	1%	0%	1%
Cc1ccc(-c2nc(CN3CCCCC3)cc(CN3CCCCC3)c2O)cc1	-8%	-5%	-4%	-1%	31%	?	6	?	8%	-5%	-2%
O=C(O)Cn1cc(/C=C2/SC(=O)N(CC(=O)N3CCCCCC3)C2=O)c2ccccc21	-2%	14%	-6%	9%	16%	6%	14	-3%	5%	2%	2%
CN=C(Nc1ccccc1)SC1CC(=O)N(c2cccc(OC)c2)C1=O (stereo not drawn)	4%	9%	6%	?	-16%	-22%	15	?	-9%	4%	-4%
Cc1ccnc(N2C(=O)c3ccccc3C2Nc2cccc(C)c2C)c1 (stereo not drawn)	-7%	-5%	2%	7%	1%	?	-4	1%	-20%	-1%[46.1 µM]	0%
c1ccc(-n2nnnc2-c2cnc(-c3cccnc3)nc2-c2cccs2)cc1	-2%	-16%	2%	-1%	-5%	?	3	-27%	-12%	-13%[46.1 µM]	-4%
FC(F)(F)c1cc(C(F)(F)F)c2ccc(N3CCOCC3)nc2n1	0%	9%	-1%	15%	27%	-6%	-1	-1%	5%	2%	-1%
Cn1c(SC2C(=O)CC(C)(C)CC2=O)nnc1-c1ccco1	-1%	-13%	10%	1%	4%	1%	1	2%	4%	6%	3%
